NPYLR7 agonist: activates Aedes aegypti NPYLR7 receptor; HEK293T NPYLR7/Galpha15, GCaMP6s calcium fluorescence; activation, % at 10 µM; 270,000 compounds, 0.15% hits; in the data active means activation above about 40%;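 further: 0% = vehicle and 100% = reference agonist at the receptor; some compounds past the cut are filed as inactive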
hcGAS inh: human cGAS inhibition; Q8N884; inhibition, % at 12.5 µM; recombinant h-cGAS, ATP depletion, Kinase-Glo luminescence; 290,000 compounds, 0.081% hits; AID 1259398;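 further: 0% = vehicle reaction and 100% = reaction without DNA for no activity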
Target sequence (Q8N884 whole entry, looked up): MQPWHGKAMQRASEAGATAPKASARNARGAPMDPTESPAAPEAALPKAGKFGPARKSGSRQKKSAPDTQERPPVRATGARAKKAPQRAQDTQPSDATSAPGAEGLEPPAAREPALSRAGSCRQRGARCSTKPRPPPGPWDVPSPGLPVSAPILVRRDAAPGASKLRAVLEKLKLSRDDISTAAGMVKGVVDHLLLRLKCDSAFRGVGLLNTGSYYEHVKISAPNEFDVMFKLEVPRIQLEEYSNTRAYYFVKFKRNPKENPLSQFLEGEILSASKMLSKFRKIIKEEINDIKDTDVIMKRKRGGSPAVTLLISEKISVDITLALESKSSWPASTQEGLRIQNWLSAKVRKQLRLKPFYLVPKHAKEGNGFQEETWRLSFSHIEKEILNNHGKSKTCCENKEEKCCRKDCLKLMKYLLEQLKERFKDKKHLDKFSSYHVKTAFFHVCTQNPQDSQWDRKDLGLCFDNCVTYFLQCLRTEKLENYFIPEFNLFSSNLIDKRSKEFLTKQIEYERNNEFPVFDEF
mcGAS lum: inhibitors of mouse cGAS; Q8C6L5; recombinant cGAS, Kinase-Glo ATP depletion luminescence; inhibition, % at 12.5 µM; 160,000 compounds, 0.15% hits;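 further: 0% = negative control wells and 100% = reference inhibitor with no enzyme activity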
The depositor's hits bear a star; & = joins results of further samples. Unless noted, no stated cut-off is given here; in the data, active means inhibition above about 40%; inactive means the rest. An unsorted share of the library; any-hit rate near 0.26%.

The first 6 entries (preview)
`Cc1ccc(NC2(C(=O)N(C)CC3CCCNC3)CCCC2)cc1` (stereo not given) gave NPYLR7 agonist 1 and hcGAS inh -1.
Screening O=C(c1cn[nH]c1)N1CCOC(CC(c2ccccc2)c2ccccc2)C1 (stereo not given) returned NPYLR7 agonist -9 and hcGAS inh 2.
Screening N#Cc1ccccc1CO[C@]1(C(=O)NCC2CC2)CC(OCc2c(F)cccc2F)[C@H](O)[C@H](O)C1 (stereo not given in full) returned NPYLR7 agonist 4, hcGAS inh 0 and mcGAS lum -3.
N#CC1(c2nc3ccccc3[nH]2)Cc2c(F)cccc2N2CCCCC21 (stereo not given) was read as NPYLR7 agonist 0, hcGAS inh -7 and mcGAS lum -6.
COC(=O)c1ccc(CNC(=O)CN2CCCC2c2c(C)noc2C)o1 (stereo not given) was read as NPYLR7 agonist -4, hcGAS inh -5 and mcGAS lum -14.
`Cc1cccc(N2CCCn3c2nc2c3c(=O)[nH]c(=O)n2C)c1C` gave NPYLR7 agonist -4 and hcGAS inh -5.

The whole of this part, previewed entries included:
`Cc1ccc(NC2(C(=O)N(C)CC3CCCNC3)CCCC2)cc1` (stereo not given) gave NPYLR7 agonist 1 and hcGAS inh -1.
Screening O=C(c1cn[nH]c1)N1CCOC(CC(c2ccccc2)c2ccccc2)C1 (stereo not given) returned NPYLR7 agonist -9 and hcGAS inh 2.
Screening N#Cc1ccccc1CO[C@]1(C(=O)NCC2CC2)CC(OCc2c(F)cccc2F)[C@H](O)[C@H](O)C1 (stereo not given in full) returned NPYLR7 agonist 4, hcGAS inh 0 and mcGAS lum -3.
N#CC1(c2nc3ccccc3[nH]2)Cc2c(F)cccc2N2CCCCC21 (stereo not given) was read as NPYLR7 agonist 0, hcGAS inh -7 and mcGAS lum -6.
COC(=O)c1ccc(CNC(=O)CN2CCCC2c2c(C)noc2C)o1 (stereo not given) was read as NPYLR7 agonist -4, hcGAS inh -5 and mcGAS lum -14.
`Cc1cccc(N2CCCn3c2nc2c3c(=O)[nH]c(=O)n2C)c1C` gave NPYLR7 agonist -4 and hcGAS inh -5.
For COc1ccc2c(c1)SC(C)C(=O)N2Cc1ccc(C)cc1 (stereo not given) the results were NPYLR7 agonist 5 and hcGAS inh -3.
`CCCc1cc(=O)[nH]c(-n2nc(C)cc2NC(=O)c2ccccc2)n1` gave NPYLR7 agonist 5, hcGAS inh -5 and mcGAS lum -5.
CC(Oc1ccc(C#N)cc1)C(=O)Nc1ncccc1Br (stereo not given) was read as NPYLR7 agonist 5 and hcGAS inh -8&-6.
`O=c1cc(CSc2nnc3sc4ccccc4n23)nc2sccn12` gave NPYLR7 agonist 0 and hcGAS inh -5.
Screening CN(C)CCCN1C(=O)C(=Cc2ccccc2)SC1=S returned NPYLR7 agonist 7, hcGAS inh -4 and mcGAS lum 8.
COc1ccc(N)cc1-n1nnnc1C1CC1 was read as NPYLR7 agonist 2, hcGAS inh 3 and mcGAS lum 1.
Screening CN(C)Cc1cn(CC2CCN(C(=O)c3ccc4[nH]ccc4c3)CC2)nn1 returned hcGAS inh -4 and mcGAS lum -2.
`O=S(=O)(c1cccc2nsnc12)N1CCn2c(nc3ccccc32)C1` gave NPYLR7 agonist 2, hcGAS inh -4 and mcGAS lum -2.
For CCCNC(=O)CCNC(=O)C1CC(c2ccccc2C)=NO1 (stereo not given) the results were NPYLR7 agonist -7, hcGAS inh -4 and mcGAS lum 0.
For Cc1ccc(S(=O)(=O)NC(=O)C2(C)CCN2C(=O)CCc2ccc(Cl)cc2Cl)nc1 (stereo not given) the results were NPYLR7 agonist 1 and hcGAS inh -5.
CCOC(=O)CNC(=O)c1cc2c(=O)n(C)c(=O)n(C)c2n1CCCOC was read as NPYLR7 agonist -1, hcGAS inh -3 and mcGAS lum -8.
`COCCN(CC(=O)Nc1nc(CC(=O)N2CC3(C)CC2CC(C)(C)C3)cs1)C(=O)c1ccc(OC)cc1` (stereo not given) gave NPYLR7 agonist 14, hcGAS inh -2 and mcGAS lum -5.
Screening O=C(c1cccc(O)c1)N1CCC(Cc2n[nH]c(=O)n2-c2ccccc2)CC1 returned NPYLR7 agonist 0 and hcGAS inh -7.
For C=CCN(Cc1cccc(OCC)c1)C(=O)c1ccc[nH]c1=O the results were NPYLR7 agonist 0 and hcGAS inh -1.
`COCCN(CC(=O)Nc1nc(CC(=O)N2CCN(c3cccc(C(F)(F)F)c3)CC2)cs1)C(=O)c1ccc(F)cc1` gave NPYLR7 agonist 2, hcGAS inh -6 and mcGAS lum -6.
Screening O=C(Nc1ccccc1)N1CCN2C[C@@H](CO)[C@H](c3ccccc3)[C@H]2C1 returned NPYLR7 agonist 3, hcGAS inh -6 and mcGAS lum -2.
CCOC(=O)c1ccc(NC(=O)c2cccn(OCc3ccccc3)c2=O)cc1 was read as NPYLR7 agonist 13, hcGAS inh -6 and mcGAS lum -8.
For FC(F)(F)c1ccc2c(c1)n(Cc1ccccc1)c1[n+]2CCCCC1 the results were NPYLR7 agonist 9, hcGAS inh -4 and mcGAS lum -5.
`Cc1cccc(C)c1N1CC(c2nc3ccccc3[nH]2)CC1=O` (stereo not given) gave NPYLR7 agonist 8, hcGAS inh -8 and mcGAS lum -8.
O=[N+]([O-])c1cc(C(F)(F)F)ccc1Sc1nnc(CCCO)n1-c1ccccc1 was read as NPYLR7 agonist 2, hcGAS inh -1 and mcGAS lum -2.
For CS(=O)(=O)c1ccccc1S(=O)(=O)N1CCN(Cc2cc(=O)c(OCc3ccc(C(F)(F)F)cc3)co2)CC1 the results were NPYLR7 agonist 0, hcGAS inh -6 and mcGAS lum -7.
COc1ccc(N=C2SC(C(=O)Nc3ccccc3OC)CC(=O)N2C)cc1 (stereo not given) was read as NPYLR7 agonist -3, hcGAS inh -1 and mcGAS lum 0.
For Cc1cccc(COC(CN2CCN(C(=O)NCc3ccc(Cl)cc3)CC2)c2ccc(Cl)cc2)c1 (stereo not given) the results were NPYLR7 agonist 5, hcGAS inh -5 and mcGAS lum -7.
`COCCN1CCCC2(CCN(c3nc4c(cc3C(=O)O)CCC4)C2)C1` (stereo not given) gave hcGAS inh 4 and mcGAS lum 0.
Screening O=C(O)c1cnn2c(-c3ccccc3F)ccnc12 returned NPYLR7 agonist 19 and hcGAS inh -9.
Screening Cc1nonc1N1CCN(Cc2nc(-c3ccco3)oc2C)CC1 returned NPYLR7 agonist 19 and hcGAS inh -9.
`Cc1ccc(C)c(NC(=S)NN=CC2=CCC3CC2C3(C)C)c1` (stereo not given) gave NPYLR7 agonist 0, hcGAS inh -7 and mcGAS lum -5.
O=c1c2ccccc2nc(-c2ccccc2I)n1Cc1ccco1 was read as NPYLR7 agonist 2, hcGAS inh -8 and mcGAS lum -6.
For CC(C)Cn1c(CCC(N)=O)nnc1SCCc1ccncc1 the results were NPYLR7 agonist 6 and hcGAS inh 7.
For COc1cccc(-c2ccc(=O)n(CC(N)=O)n2)c1 the results were NPYLR7 agonist 12 and hcGAS inh -12.
Screening O=C(Cc1noc(C2(c3ccccc3)CC2)n1)NC1CCCCC1 returned NPYLR7 agonist -1 and hcGAS inh -3.
Screening CN(C)C(=O)C(Oc1cc(Cl)c(Cl)cc1Cl)c1ccccc1 (stereo not given) returned NPYLR7 agonist 8 and hcGAS inh -6.
CCCN(C(=O)c1ccc(C(C)(C)C)cc1)C(C)c1nc2ccccc2c(=O)n1-c1ccccc1CC (stereo not given) was read as NPYLR7 agonist -5, hcGAS inh 4 and mcGAS lum 2.
O=C(Cn1cnc2ccccc21)N1CC[C@@H](c2ccc3c(c2)OCO3)[C@H](O)C1 was read as NPYLR7 agonist 21 and hcGAS inh 3.
Screening CC(NC(=O)c1c(O)c2ccccc2n(C)c1=O)c1ccccc1 (stereo not given) returned NPYLR7 agonist 7, hcGAS inh 0 and mcGAS lum -5.
Screening CSc1ccc(CN(CCO)Cc2ccc3c(C)cc(=O)oc3c2)cc1 returned NPYLR7 agonist 7, hcGAS inh -7 and mcGAS lum -17.
Screening COc1ccc(C(=O)N2CCN(C(C(=O)Nc3cc(OC)cc(OC)c3)C3CCCC3)CC2)cc1 (stereo not given) returned NPYLR7 agonist -1, hcGAS inh -8 and mcGAS lum -6.
Screening CC1CN(c2cc(Oc3cccc(F)c3)ncn2)CCN1Cc1cccc(Cl)c1 (stereo not given) returned hcGAS inh -8 and mcGAS lum -9.
For CC(C)(C)c1ccc(/C=N\NC(=O)CSc2nc3ccccc3[nH]2)cc1 the results were NPYLR7 agonist 1, hcGAS inh -7 and mcGAS lum -9.
For O=C1CCc2cc(S(=O)(=O)N3C[C@@H]4[C@H](C3)[C@H]3CC[C@@H]4O3)ccc2N1 the results were NPYLR7 agonist -2 and hcGAS inh -10.
Screening COc1ccc(N2CCN(C(=O)c3nnn(-c4ccccc4)c3CSc3ncccn3)CC2)cc1 returned NPYLR7 agonist -1, hcGAS inh -3 and mcGAS lum 0.
O=C(C1CCCO1)N1CCN(Cc2nc3sc4c(c3c(=O)[nH]2)CCCC4)CC1 (stereo not given) was read as NPYLR7 agonist 2 and hcGAS inh -1.
CCN1CCCC1C1CCCN1C(=O)c1ccc(C(=O)NC)nc1 (stereo not given) was read as NPYLR7 agonist 0, hcGAS inh -2 and mcGAS lum -2.
For CCOC(=O)[C@H]1C[C@]2(CCCCN(CCOC(C)=O)C2=O)N(C(=O)c2ccno2)[C@H]1c1ccccc1 the results were NPYLR7 agonist -4, hcGAS inh 8 and mcGAS lum 0.
Screening O=C1CC(c2ccc(-n3cncn3)cc2)c2cn[nH]c2N1 (stereo not given) returned NPYLR7 agonist 26, hcGAS inh -5 and mcGAS lum -13.
For O=c1c2nnn(-c3cccc(F)c3)c2ncn1Cc1cccnc1 the results were NPYLR7 agonist -6, hcGAS inh -6 and mcGAS lum -9.
CCC[C@H]1CN(CC(=O)N2CCCCC2)C[C@@H]1NS(C)(=O)=O was read as hcGAS inh -6 and mcGAS lum -5.
COc1ccc2c(c1)OCC(Cc1ccc(OC)c(O)c1)C2=O (stereo not given) was read as hcGAS inh -5 and mcGAS lum 4.
`O=C(Nc1ccc2nc[nH]c2c1)c1ccccc1C1CCNC1` (stereo not given) gave NPYLR7 agonist 2 and hcGAS inh -6.
`C=CCc1cc(/C=N\n2cnnc2)cc(OC)c1OCC(=O)O` gave NPYLR7 agonist -14 and hcGAS inh -4.
Screening S=c1n(CN2CCSCC2)nc(CN2CCCCC2)n1-c1ccccc1 returned NPYLR7 agonist -7 and hcGAS inh -3.
`COCc1cc(N2CCN(c3ccc(OC)cc3)CC2)nc(SCc2cccc(C(=O)NCC3CCCO3)c2)n1` (stereo not given) gave NPYLR7 agonist -3, hcGAS inh 5 and mcGAS lum -3.
`COc1c[nH]c(C(=O)N2CCC3(CC2)C(=O)N(C)c2ccccc23)cc1=O` gave NPYLR7 agonist 1 and hcGAS inh -1.
`c1cnc(N2CCC(NCC3(N4CCOCC4)CCCCC3)CC2)nc1` gave hcGAS inh -12 and mcGAS lum -6.

Looked up by compound from the entries so far, 3 records:
CCC[C@H]1CN(CC(=O)N2CCCCC2)C[C@@H]1NS(C)(=O)=O was read as hcGAS inh -6 and mcGAS lum -5.
Screening COc1ccc(N2CCN(C(=O)c3nnn(-c4ccccc4)c3CSc3ncccn3)CC2)cc1 returned NPYLR7 agonist -1, hcGAS inh -3 and mcGAS lum 0.
`C=CCc1cc(/C=N\n2cnnc2)cc(OC)c1OCC(=O)O` gave NPYLR7 agonist -14 and hcGAS inh -4.

(continued)
Screening Cc1ccc(NC(=O)C2(C)CCN2C(C)C)cc1C (stereo not given) returned NPYLR7 agonist 2 and hcGAS inh 0.
For O=C(c1ccccc1N1CCC(NS(=O)(=O)c2ccccc2)CC1)N1CCOCC1 the results were NPYLR7 agonist 17, hcGAS inh -3 and mcGAS lum -3.
For Cc1ccc(NC(=O)CSc2ccc3nnc(CCNC(=O)c4ccc(F)cc4)n3n2)cc1 the results were NPYLR7 agonist 5, hcGAS inh -6 and mcGAS lum -8.
`CC(C)CN(CC(C)C)C(=O)CSc1nnc2n(Cc3ccccc3)c(=O)c3ccccc3n12` gave NPYLR7 agonist 2 and hcGAS inh 2.
`CC1CN(C(=O)Cn2nc(C(C)C)c3cnn(C(C)(C)C)c3c2=O)CC(C)O1` (stereo not given) gave NPYLR7 agonist -5 and hcGAS inh 7.
`COc1cn(CC(=O)Nc2ccc(C)cc2)c(CSc2ncccn2)cc1=O` gave NPYLR7 agonist -6, hcGAS inh -4 and mcGAS lum 0.
COc1ccc(-c2nccn2Cc2scnc2-c2ccccc2)cc1O was read as NPYLR7 agonist -1 and hcGAS inh -6.
For N#CCCN(CCC#N)S(=O)(=O)c1ccccc1 the results were NPYLR7 agonist 3, hcGAS inh 2 and mcGAS lum 1.
For COCc1c(C(=O)N2CC3C[C@@H]4CC2C[C@H](C3)C4)noc1C the results were NPYLR7 agonist 23 and hcGAS inh -7.
For CCOC(=O)N1CCN(Cc2cn[nH]c2-c2ccc(-c3ccccc3)cc2)CC1 the results were NPYLR7 agonist -2, hcGAS inh -4 and mcGAS lum -4.

Compound activity (PubChem)
